From PubChem BioAssay
GPR7 antagonist – human neuropeptides B/W receptor 1 antagonism; GPR7-expressing cells, fluorescence antagonist assay; inhibition, % at 4.4 µM; 290,000 tested, 1.1% active; AID 1861; in the data active means inhibition above about 16%, passing the limit was not always enough;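 further: cells stimulated with the agonist NPW; 0% = agonist with vehicle and 100% = vehicle without agonist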
Target sequence (P48145 whole entry, looked up): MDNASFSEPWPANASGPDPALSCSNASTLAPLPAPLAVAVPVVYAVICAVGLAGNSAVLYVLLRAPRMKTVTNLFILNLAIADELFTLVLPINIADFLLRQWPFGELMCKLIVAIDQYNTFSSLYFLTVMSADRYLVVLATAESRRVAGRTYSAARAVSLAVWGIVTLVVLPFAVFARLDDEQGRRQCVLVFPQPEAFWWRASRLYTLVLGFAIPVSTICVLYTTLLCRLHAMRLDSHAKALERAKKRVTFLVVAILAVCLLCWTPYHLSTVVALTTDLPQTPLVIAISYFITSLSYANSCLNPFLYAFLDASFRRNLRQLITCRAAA
V1aR counter – activates human V1a receptor in oxytocin agonist counter-screen | P37288 | CHO-V1R cells, Fluo-8 calcium fluorescence, agonist mode; 0% DMSO, 100% 3 nM vasopressin | activation, % at 3 µM | 320,000 tested, 0.25% active | AID 2797;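 active means activation above the mean activation of all tested compounds plus 3 SD, per screening run, cut at about 20% in these data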;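 further: signal is peak over basal fluorescence ratio across a 100 second FLIPR read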
OXTR potentiate – human OXTR potentiation. 320,000 tested, 0.061% active. AID 2445. CHO-OTR cells, Fluo-8 calcium fluorescence, potentiator mode; 0% = oxytocin EC15, 100% = EC100. P30559. activation, % at 3 µM;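 active means activation above that plate's cutoff, the mean activation of tested compounds plus 3 SD, cut at about 6.6% in these data, passing the limit was not always enough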;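 further: 100% uses oxytocin at 75 nM as the full agonist control; some results filed as inactive read as strong as hits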
Target sequence (P30559 whole entry, looked up): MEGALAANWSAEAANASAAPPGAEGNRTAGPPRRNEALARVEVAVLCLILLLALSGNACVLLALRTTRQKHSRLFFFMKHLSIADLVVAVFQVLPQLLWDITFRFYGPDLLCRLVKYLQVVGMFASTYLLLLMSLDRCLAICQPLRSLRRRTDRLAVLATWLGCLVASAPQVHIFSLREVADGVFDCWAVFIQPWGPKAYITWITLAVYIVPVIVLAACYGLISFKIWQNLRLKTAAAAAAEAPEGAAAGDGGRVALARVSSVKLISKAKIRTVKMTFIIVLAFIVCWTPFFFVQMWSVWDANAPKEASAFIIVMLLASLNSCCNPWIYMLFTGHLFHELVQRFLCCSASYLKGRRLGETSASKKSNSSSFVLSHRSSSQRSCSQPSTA
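Dosing: Single dose, 3.0 µM nominal final compound concentration | Material: Human OTR in CHO cells | Technique: Kinetic Fluo-8 calcium fluorescence | Benchmarks: EC15 oxytocin alone as 0%, 75 nM oxytocin as 100% | Probe or stimulus: Oxytocin at about EC15, sub-maximal agonist stimulus | Incubation: Compound 6 min at room temperature before oxytocin, 100 s read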
NALP1 inh – inhibitors of NALP1 inflammasome in yeast; S. cerevisiae NALP1/ASC/caspase-1 growth, X-gal OD620, 72 h; 280,000 tested, 0.61% active; inhibition, % at 10 µM; in the data active means inhibition mostly above about 24%, no sharp cut-off; inactive means mostly below about 32%; further: some compounds called inactive have numbers as strong as hits
GalR3 antag – antagonists of human GalR3; HEK293 GalR3-CNG cAMP membrane potential fluorescence; galR3 body fused to GalR1 C-terminus; 360,000 tested, 0.44% active; inhibition, % at 3 µM;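 active means inhibition above the screen-wide average plus 3 SD, cut at about 13% in these data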;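 further: forskolin and galanin both at EC90 stimulate the cells; cAMP rise reported by CNG channel membrane potential dye signal; 0% = forskolin plus galanin with DMSO and 100% = forskolin alone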
Target sequence (O60755 1-299 limits assumed): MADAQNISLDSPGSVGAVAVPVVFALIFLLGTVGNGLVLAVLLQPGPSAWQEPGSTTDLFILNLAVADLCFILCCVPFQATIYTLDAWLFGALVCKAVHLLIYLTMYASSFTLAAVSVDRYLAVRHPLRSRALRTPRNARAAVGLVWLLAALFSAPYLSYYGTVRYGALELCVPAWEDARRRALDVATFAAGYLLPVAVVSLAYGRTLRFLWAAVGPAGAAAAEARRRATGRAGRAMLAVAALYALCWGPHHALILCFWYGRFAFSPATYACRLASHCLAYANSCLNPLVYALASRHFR
M18AAP inhibitor – blocks P. falciparum M18 aspartyl aminopeptidase; recombinant PfM18AAP, H-Glu-NHMec fluorogenic cleavage; inhibition, % at 7.35 µM; 290,000 tested, 1.2% active;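 active means inhibition above the campaign mean inhibition over all tested compounds plus 3 SD, cut at about 28% in these data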;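 further: 0% = plate median of test compound wells and 100% = 2 mM ZnCl2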
OXTR agonist – activates the human oxytocin receptor; P30559; CHO-OTR cells, Fluo-8 calcium fluorescence; normalized: DMSO 0%, oxytocin 100%; activation, % at 3 µM; 320,000 tested, 0.32% active;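 active means activation above the mean of all tested compounds plus 3 SD, cutoff set per screening run, cut at about 20% in these data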;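 further: peak over basal fluorescence ratio from a 100 s FLIPR kinetic read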
MEKK2 mut-MEK5 – signal of MEK5 binding to mutant human MEKK2 PB1 domain; 290,000 tested, 0.35% active; bead flow cytometry, Alexa488-MEK5 binding to MEKK2 mutant; percent response, % at 10 µM; in the data active means percent response above about 24%, passing the limit was not always enough; further: inactives centre near 1; some results filed as inactive read as strong as hits
MEKK2wt PB1 HTS – raises or lowers MEK5 binding to wildtype human MEKK2 PB1 domain | binding response (% of control), % at 10 µM | AID 1531 | 290,000 tested, 1.1% active | Q9Y2U5 | bead flow cytometry, Alexa488-MEK5 binding to MEKK2 WT; actives lie on both sides; in the data active means binding response below about 67% or above about 130%
* marks the source's active call; other numbers are inactive results; / = no result given. Hits appear at their usual frequency. About 4.1% of those tested had a hit in this group.

no.	SMILES	GPR7 antagonist	V1aR counter	OXTR potentiate	NALP1 inh	GalR3 antag
1	Cc1nc2nc(SCC(=O)NCCCN3CCCC(C)C3)nn2c(C)c1Cc1ccccc1Cl (configuration not stated)	2	1.5	6	6	-9
2	O=C(CSc1nc2scc(-c3ccco3)c2c(=O)n1-c1ccccc1)NCC1CCCO1 (configuration not stated)	-8	-0.1	-5	16	-4
3	COc1cccc(C(=O)Nc2ccccc2)c1	7	-0.1	-4	4	-2
4	CCN(CC(=O)Nc1ccccc1C(F)(F)F)C(=O)c1oc2c(Cl)cccc2c1C	/	-0.9	0	/	-3
5	O=C(CN(CC1CCCO1)C(=O)CCC(=O)Nc1nccs1)NCc1ccc2c(c1)OCO2 (configuration not stated)	-10	1.8	-11	9	-3
6	CN(c1ccc(C(=O)Nc2ccc3c(c2)OCO3)cc1)S(C)(=O)=O	-11	1.8	-5	/	1
7	O=C(CNC(=O)c1ccc(F)cc1)NCc1ccccn1	/	0.3	-4	/	2
8	O=[N+]([O-])c1cc(Br)cc(C=Nc2ccc3c(c2)OCO3)c1O	-9	2.2	-5	13	-6

no.	M18AAP inhibitor	OXTR agonist	MEKK2 mut-MEK5	MEKK2wt PB1 HTS
1	-1	1.0	11	110
2	-50	-0.7	-4	96
3	-2	-1.6	-2	97
4	/	-2.1	/	/
5	0	-0.7	3	95
6	4	0.8	2	109
7	/	0.5	/	/
8	8	1.7	-6	93

2 entries from above, reformatted:
#	SMILES	GPR7 antagonist	V1aR counter	OXTR potentiate	NALP1 inh	GalR3 antag	M18AAP inhibitor	OXTR agonist	MEKK2 mut-MEK5	MEKK2wt PB1 HTS
5	O=C(CN(CC1CCCO1)C(=O)CCC(=O)Nc1nccs1)NCc1ccc2c(c1)OCO2 (configuration not stated)	-10	1.8	-11	9	-3	0	-0.7	3	95
6	CN(c1ccc(C(=O)Nc2ccc3c(c2)OCO3)cc1)S(C)(=O)=O	-11	1.8	-5	/	1	4	0.8	2	109

The list continues.
no.	SMILES	GPR7 antagonist	V1aR counter	OXTR potentiate	NALP1 inh	GalR3 antag
9	CC(=O)C[C@H]1c2ccccc2S(=O)(=O)N1C1CCCCC1	/	-0.5	0	/	-5
10	N#CC1(c2ccccc2)CCC(=NO)CC1 (configuration not stated)	3	0.1	-10	9	1
11	Cn1cccc1C(=O)OCc1ccc(F)cc1	-7	4.3	1	0	-5
12	Nc1ncnc2nc(SCC(=O)N3CCN(c4ccccc4)CC3)[nH]c12	1	0.0	-2	6	-1
13	CCOC(=O)CC(=O)NC(CC(=O)OC)c1ccc(Br)cc1 (configuration not stated)	4	2.9	0	-31	-1
14	O=C(CCc1ccccc1)Nc1ccc(NS(=O)(=O)c2ccccc2)cc1	-18	3.8	-9	-5	-5
15	CCN(C(=O)Cn1c(=O)n(-c2cc(OC)c(OC)c(OC)c2)c(=O)c2ccccc21)c1cccc(C)c1	-18	1.4	-4	-3	-6
16	Cc1cc(=O)[nH]c(N2CCc3ccccc3C2)n1	-11	-0.3	2	1	-2

no.	M18AAP inhibitor	OXTR agonist	MEKK2 mut-MEK5	MEKK2wt PB1 HTS
9	/	-0.7	-4	100
10	12	0.3	2	104
11	-5	-1.5	5	106
12	-6	-0.4	-5	87
13	1	0.2	2	110
14	5	0.8	1	101
15	3	0.6	3	103
16	-1	0.5	3	107

(cont.)
no.	SMILES	GPR7 antagonist	V1aR counter	OXTR potentiate	NALP1 inh	GalR3 antag
17	O=C(COC(=O)c1cc(S(=O)(=O)N2CCCC2)ccc1O)NCCc1ccccc1	/	0.9	-6	/	-5
18	COc1ccc(S(=O)(=O)N(CC(=O)NC2CC2)Cc2ccccc2)cc1	-2	1.0	-6	5	-5
19	O=C(c1cccc(S(=O)(=O)N2CCCCC2)c1)N(CCc1ccccc1)Cc1ccccc1	/	-0.2	-9	/	-3
20	CCc1nnc(NC(=O)CSc2nnc(Cc3ccccc3)n2Cc2ccccc2)s1	-12	0.7	-12	35	-3
21	CC(=O)c1ccc(N2CCN(CC(O)COCc3ccco3)CC2)cc1 (configuration not stated)	-18	0.6	-9	-20	0
22	COc1ccc(OC)c(NC(=O)c2cccc(C)c2[N+](=O)[O-])c1	-2	-1.5	0	12	-1
23	N=C1C(c2ccccc2)=C(O)CN1c1cccc(S(=O)(=O)Nc2cccc(C(F)(F)F)c2)c1	-5	0.5	-1	/	1
24	OC(CN1CCN(c2cccc(Cl)c2)CC1)c1ccccc1 (configuration not stated)	11	1.4	-6	6	-1

no.	M18AAP inhibitor	OXTR agonist	MEKK2 mut-MEK5	MEKK2wt PB1 HTS
17	/	1.0	/	/
18	2	1.1	1	95
19	/	-0.9	/	/
20	1	1.0	-2	99
21	5	0.2	0	101
22	-1	-2.4	-4	96
23	0	-0.6	0	101
24	9	1.1	2	102

Quoted at random: 2 entries already listed, in no set order.
no.	SMILES	GPR7 antagonist	V1aR counter	OXTR potentiate	NALP1 inh	GalR3 antag
19	O=C(c1cccc(S(=O)(=O)N2CCCCC2)c1)N(CCc1ccccc1)Cc1ccccc1	/	-0.2	-9	/	-3
7	O=C(CNC(=O)c1ccc(F)cc1)NCc1ccccn1	/	0.3	-4	/	2

no.	M18AAP inhibitor	OXTR agonist	MEKK2 mut-MEK5	MEKK2wt PB1 HTS
19	/	-0.9	/	/
7	/	0.5	/	/

Further records:
no.	SMILES	GPR7 antagonist	V1aR counter	OXTR potentiate	NALP1 inh	GalR3 antag
25	CC(C)(CNC(=O)c1ccc(NS(=O)(=O)c2ccc(F)cc2)cc1)N1CCOCC1	0	/	/	14	3
26	COc1ccc(OC)c(-n2nnnc2SCC(=O)NCc2ccc3c(c2)OCO3)c1	19	0.1	0	/	-6
27	O=C(Nc1ccc(Cl)cc1)[C@@H]1[C@@H]2C(=O)N(c3cccc(F)c3)C(=O)[C@@H]2[C@H]2C=CC=NN21	-10	-0.4	-1	4	0
28	COc1ccc(CN(C(=O)c2ccccc2Br)C2CCS(=O)(=O)C2)cc1 (configuration not stated)	4	0.0	-2	7	/
29	S=C(Nc1ccccc1)N(Cc1ccccc1)Cc1ccncc1	-6	-0.4	-13	-12	-3
30	COCCN(C(=O)c1ccco1)c1nnc(-c2ccc(OC)c(OC)c2)s1	-8	-0.7	-19	-10	-1
31	COc1ccccc1C(=O)Nc1ccccc1SC(=O)c1ccccc1OC	12	0.9	-11	22	-1
32	CCc1c(C)nc2ncnn2c1Nc1ccccc1C	-9	/	/	10	-12

no.	M18AAP inhibitor	OXTR agonist	MEKK2 mut-MEK5	MEKK2wt PB1 HTS
25	9	/	-5	96
26	-9	-0.5	7	101
27	3	-0.8	4	99
28	-7	-0.3	2	95
29	-4	-1.4	-3	102
30	-3	0.3	3	101
31	31*	-1.4	2	107
32	-16	/	-4	92

Other structures follow:
no.	SMILES	GPR7 antagonist	V1aR counter	OXTR potentiate	NALP1 inh	GalR3 antag
33	CN(CC(=O)OCC(=O)NC(=O)c1cccn1C)S(=O)(=O)c1ccc(Cl)cc1	2	4.1	-14	16	1
34	CCc1ccc(N2CCN(S(=O)(=O)CC34CCC(CC3=O)C4(C)C)CC2)cc1 (configuration not stated)	-18	/	/	15	-9
35	Cc1c(NS(=O)(=O)c2ccc(NCC3CCCO3)c([N+](=O)[O-])c2)c(=O)n(-c2ccccc2)n1C (configuration not stated)	-17	0.1	-10	-9	-2
36	COc1ccc(OCC(O)CN(CC(O)COc2ccc(OC)cc2)c2cccc(O)c2)cc1 (configuration not stated)	1	6.3	-13	-2	-5
37	CCn1c(N)c(C(=O)Nc2ccccc2C(=O)OC)sc1=S	-11	-0.9	-8	3	1
38	C[C@H](NC(=O)[C@@H]1Cc2ccccc2CN1)C(=O)Nc1ccc2c(c1)OCCO2	-11	0.6	-7	16	-6
39	CCOC(=O)C1=C(OCc2ccc(Cl)cc2)C2C=C(C)C=CC2N=C1 (configuration not stated)	13	1.4	-2	8	-3
40	CC(O)[C@H]1CNC(=O)C(=O)N1CC1CCCCC1 (some centres not stated)	/	-0.2	-13	/	-3

no.	M18AAP inhibitor	OXTR agonist	MEKK2 mut-MEK5	MEKK2wt PB1 HTS
33	-12	-0.6	0	95
34	0	/	5	110
35	-2	-1.3	-1	99
36	10	8.8	-4	95
37	-10	-0.8	-6	101
38	-3	-0.7	-1	106
39	8	-0.1	1	96
40	/	-0.5	-13	88

Continuation.
no.	SMILES	GPR7 antagonist	V1aR counter	OXTR potentiate	NALP1 inh	GalR3 antag
41	Cc1ccc(N2C(=O)C3C(C2=O)N2C(c4cccs4)C4C(=O)N(c5ccc(C)cc5)C(=O)C4N2C3c2cccs2)cc1 (configuration not stated)	9	1.4	3	11	-1
42	O=C1c2nccnc2C(=O)N1c1ccc(C(F)(F)F)cc1	-8	0.6	-4	-14	-4
43	COc1ccccc1N1CCN(S(=O)(=O)c2cn(C)nc2C)CC1	0	-0.4	-8	11	2
44	CC1(C)Cc2c(cnn2-c2ccccc2)-c2c1c1ccccc1n2CC(O)CCl (configuration not stated)	-19	-0.8	-17	6	-2
45	O=C(Nc1cccc(S(=O)(=O)N2CCCCC2)c1)C1CC(=O)N(c2ccc3c(c2)OCCO3)C1 (configuration not stated)	-6	2.0	-6	0	-1
46	Cn1c(CCNC(=O)c2ccccc2F)nnc1SCC(=O)Nc1ccccc1F	-13	-0.6	-10	20	3
47	Cc1ccc(S(=O)(=O)Nc2cnc3ccccc3c2)cc1	1	3.4	-15	1	-6
48	O=C(c1ccc(S(=O)(=O)N2CCCC2)cc1)N1CCC(CN2C(=O)c3cccc4cccc(c34)C2=O)CC1	-4	3.9	-14	-4	4

no.	M18AAP inhibitor	OXTR agonist	MEKK2 mut-MEK5	MEKK2wt PB1 HTS
41	-4	2.8	-2	94
42	2	0.8	1	98
43	1	-0.5	-2	97
44	1	-0.9	3	102
45	5	3.1	3	96
46	0	-0.4	7	106
47	-1	4.1	-11	92
48	-6	-0.9	11	100

Carrying on.
no.	SMILES	GPR7 antagonist	V1aR counter	OXTR potentiate	NALP1 inh	GalR3 antag
49	CCN1C(c2ccccc2)=C(c2ccccc2)S/C1=C/C=C1\SC(=S)N(C)C1=O	-4	/	/	-5	-5
50	CCOc1ccc(OCC(=O)OCc2cc(=O)n3cc(Br)ccc3n2)cc1	/	5.5	-4	/	-3
51	Cc1cccc(OCC(=O)NCc2ccccc2)c1	-4	-0.4	-15	7	-8
52	COc1ccc(Cl)cc1NC(=O)Nc1ccc(C(=O)N2CCOCC2)cc1	7	1.0	0	17	-5
53	CSC1=C(C#N)C2(CCCC2)C(C#N)=C(N)N1	3	3.5	-4	3	/

no.	M18AAP inhibitor	OXTR agonist	MEKK2 mut-MEK5	MEKK2wt PB1 HTS
49	-12	/	-15	-7.0*
50	/	2.1	/	/
51	-3	-1.8	4	102
52	0	1.5	2	102
53	0	2.8	11	105
